BAZ2B inh: qHTS Assay for Inhibitors of BAZ2B; Bromodomain adjacent to zinc finger domain protein 2B (Homo sapiens), Q9UIF8; AlphaScreen BAZ2B-H3K14Ac peptide displacement; Potency, µM (doses to about 114 µM), without a hit: at the highest dose activity change, negative = inhibition, actives largely listed as inhibitors; 360,000 tested, 4.4% active; note: potency is the fitted concentration of half-maximal effect; % is set by controls: 0 for no effect and ±100 for the full control effect; nearly all actives have a fitted effect of over 60% in size
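AlphaScreen displacement of biotin-H3(5-23)K14Ac peptide (50 nM final) from BAZ2B (50 nM final) in PBS pH 7.4, 0.01% Tween-20; complex preformed 30 min RT, then compounds (top 110 uM) 30 min RT, beads 20 min dark.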
PGK inhibitor: qHTS Assay to Find Inhibitors of Phosphoglycerate Kinase; Potency, µM (top dose mostly 57.5 µM), for inactives: at the highest dose activity change, negative = inhibition, hits mostly inhibitors; PGK/GAPDH coupled, Kinase-Glo luminescence, 60 min; 380,000 tested, 0.043% active; Phosphoglycerate kinase, glycosomal (Trypanosoma brucei brucei), P07378; AID 602233, 2012; note: potency is the fitted concentration of half-maximal effect; % is set by controls: 0 for no effect and ±100 for the full control effect; nearly all actives have a fitted effect of over 60% in size
Target sequence (P07378 whole entry, looked up): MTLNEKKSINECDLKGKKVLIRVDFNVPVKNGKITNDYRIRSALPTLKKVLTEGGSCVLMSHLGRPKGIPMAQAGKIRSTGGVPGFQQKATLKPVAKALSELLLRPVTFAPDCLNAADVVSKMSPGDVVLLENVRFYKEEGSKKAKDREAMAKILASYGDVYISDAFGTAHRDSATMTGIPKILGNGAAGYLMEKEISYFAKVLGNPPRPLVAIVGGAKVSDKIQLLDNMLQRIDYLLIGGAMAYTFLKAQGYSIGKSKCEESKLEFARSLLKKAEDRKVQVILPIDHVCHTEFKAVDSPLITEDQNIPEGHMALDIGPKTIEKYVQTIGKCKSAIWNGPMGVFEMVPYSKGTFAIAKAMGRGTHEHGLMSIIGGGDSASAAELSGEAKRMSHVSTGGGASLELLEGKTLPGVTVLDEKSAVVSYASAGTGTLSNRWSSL
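Recombinant glycosomal PGK reaction used 1,3-bisphosphoglycerate generated in-well by GAPDH (100nM final) in 100mM TEA pH 7.6, 5mM MgCl2, 0.01% Tween-20. After 60 minutes at room temperature, ATP was read by Kinase-Glo Plus luminescence end-point.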
PI4K2A inh: qHTS for small molecular inhibitors of PI4K2A; Phosphatidylinositol 4-kinase type 2-alpha (Homo sapiens), Q9BTU6; purified PI4K2A, ADP-Glo luminescence, 1 h; stronger effect = lower value; activity change, negative = inhibition, % at 76.9 µM; 420,000 tested, 0.13% active; AID 1346378, 2018; in the data active = activity change below about -50%; inconclusive = mostly about -30% to -49%;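 note: -100% = wells without enzyme as full effect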
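In this quantitative HTS, ADP production by PI4K2A was quantified luminescently after 1 h at ambient temperature; 100 microM adenosine served as plate-quality control.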
G9a inh: qHTS Assay for Inhibitors of Histone Lysine Methyltransferase G9a; Histone-lysine N-methyltransferase EHMT2 (Homo sapiens), Q96KQ7; Potency, µM (highest dose often 102 µM), for inactives: at the highest dose activity, negative = inhibition, hits mostly inhibitors; 350,000 tested, 8.8% active; G9a H3K9 monomethylation, AlphaScreen, 2 h; note: potency is the fitted concentration of half-maximal effect; % is set by controls: 0 for no effect and ±100 for the full control effect; nearly all actives have a fitted effect of over 75% in size
Target sequence (Q96KQ7 913-1193 limits assumed): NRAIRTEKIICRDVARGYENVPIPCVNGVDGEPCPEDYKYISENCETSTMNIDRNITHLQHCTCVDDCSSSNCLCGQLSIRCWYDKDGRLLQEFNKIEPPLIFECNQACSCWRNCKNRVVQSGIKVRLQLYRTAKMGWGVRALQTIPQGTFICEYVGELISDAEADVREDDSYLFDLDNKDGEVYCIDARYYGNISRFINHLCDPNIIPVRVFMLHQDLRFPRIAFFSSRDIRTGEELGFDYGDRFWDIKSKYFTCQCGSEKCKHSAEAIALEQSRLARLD
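Readings reflect AlphaScreen signal from monomethyl-H3K9 antibody detection. HMT at 20 nM; substrate b-H3K9 500 nM; cofactor SAM 20 uM; 2 h RT reaction; compounds tested as titrations in qHTS with 15 min preincubation.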
HP1b chromo inh: HTS for Inhibitors of HP1-beta Chromodomain Interactions with Methylated Histone Tails | Chromobox protein homolog 1 (Homo sapiens), P83916 | AlphaScreen HP1-beta / biotin-H3K9me3 peptide binding | Potency, µM (top dose mostly 114 µM), without a hit: top-dose activity change, negative = inhibition, usual class: inhibitors | 390,000 tested, 0.56% active | AID 540317, 2011; note: potency is the fitted concentration of half-maximal effect; nearly all actives have a fitted effect of over 70% in size; inactives centre near 23
Target sequence (P83916 whole entry, looked up): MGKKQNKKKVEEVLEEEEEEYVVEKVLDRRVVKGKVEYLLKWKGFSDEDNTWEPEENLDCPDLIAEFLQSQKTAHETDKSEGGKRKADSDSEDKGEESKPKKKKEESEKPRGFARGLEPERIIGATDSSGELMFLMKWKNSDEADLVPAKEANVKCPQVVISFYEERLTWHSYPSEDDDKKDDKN
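AlphaScreen: HP1-beta (50 nM) preformed 30 min with biotin-H3(1-18)K9me3 peptide (50 nM) in PBS pH 7.4, 0.01% Tween-20. Compound added for 30 min at RT, then streptavidin donor/nickel chelate acceptor beads (10 ug/mL) for 30 min.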
Pol eta inh: qHTS for Inhibitors of Polymerase Eta; Potency, µM (top dose mostly 114 µM), without a hit: top-dose activity change, negative = inhibition, most hits filed as inhibitors; DNA polymerase eta (Homo sapiens), Q9Y253; recombinant Pol eta, fluorescent DNA replication assay; 390,000 tested, 1.2% active; AID 588591, 2011; note: potency is the fitted concentration of half-maximal effect; % is set by controls: 0 for no effect and ±100 for the full control effect
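Pol eta at 10 nM preincubated with compounds 15 min at room temperature; reaction started with fluorescent substrate (50 nM final) and read kinetically at 0 and 10 min.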
GLS inhibitor: qHTS for Inhibitors of Glutaminase (GLS) | GLS enzymatic activity, qHTS titration | Potency, µM (titrated, usually from 45.5 µM), inactives show at the highest dose activity change, negative = inhibition, actives largely listed as inhibitors | 410,000 tested, 0.21% active | AID 624170, 2012; note: potency is the fitted concentration of half-maximal effect; % is set by controls: 0 for no effect and ±100 for the full control effect
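hKGA in 45 mM KH2PO4 pH 8.2, 0.02% Tween-20 with pin-transferred compounds; 1 mM L-glutamine (stock) plus glutamate oxidase/HRP/Amplex Red coupling added. Fluorescence read initially and after 30 min at RT.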
Pin1 inhibitor: qHTS Assay to Find Inhibitors of Pin1; 390,000 tested, 0.009% active; Pin1 FP peptide displacement, HiFluor488, 10 min; Peptidyl-prolyl cis-trans isomerase NIMA-interacting 1 (Homo sapiens), Q13526; Potency, µM (doses to about 115 µM), without a hit: at the highest dose activity, negative = inhibition, most hits filed as inhibitors; active = well fitted inhibition curve with a large enough effect in the polarisation, with a control signal flat, not every such curve was filed as active; inconclusive = small, poorly fitted or top-dose-only effect, or effect the other way, or a change in a side signal; inactive = no such curve, though single readings can be large or run the other way; the % refers to the polarisation; note: potency is the fitted concentration of half-maximal effect; % is set by controls: 0 for no effect and ±100 for the full control effect
Target sequence (Q13526 whole entry, looked up): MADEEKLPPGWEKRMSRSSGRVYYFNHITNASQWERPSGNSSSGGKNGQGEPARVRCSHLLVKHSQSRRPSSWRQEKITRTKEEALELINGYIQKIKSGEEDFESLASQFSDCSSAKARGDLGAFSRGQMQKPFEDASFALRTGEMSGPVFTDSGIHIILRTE
JMJD2A Tudor: qHTS Assay for Inhibitors of JMJD2A-Tudor Domain; Lysine-specific demethylase 4A (Homo sapiens), O75164; AlphaScreen JMJD2A-Tudor / H3K4me3 peptide binding; Potency, µM (doses to about 114 µM), for inactives: at the highest dose activity change, negative = inhibition, actives largely listed as inhibitors; 390,000 tested, 4.4% active; AID 504339, 2011; note: potency is the fitted concentration of half-maximal effect; % is set by controls: 0 for no effect and ±100 for the full control effect; nearly all actives have a fitted effect of over 50% in size
Numbers without * were called inactive; i = inactive; ? = inconclusive; / = not tested or not shown; & = joins results of further samples; ! = a repeat was not active; [ ] = dose if it differs, or a comment. Unless noted, calls come from the whole dose curve; as a rule, active = well fitted curve in the direction sought with a large enough effect; inconclusive = small, poorly fitted or top-dose-only effect, or another doubt; inactive = no such curve, though single readings can be large; an effect the other way counts as inactive or inconclusive.

SMILES | BAZ2B inh | PGK inhibitor | PI4K2A inh | G9a inh | HP1b chromo inh | Pol eta inh | GLS inhibitor | Pin1 inhibitor | JMJD2A Tudor
O=C(COCc1cc(-c2cccs2)on1)NCc1ccc(F)cc1 | 0% | 3% | 0 | 7%[59 µM] | 21% | -7% | -6% | 6% | 0%
Cc1cccc(NC(=O)C2CCN(c3nnc(-n4c(C)ccc4C)s3)CC2)c1C | -15% | / | 0 | 6%[59 µM] | 58%[activator] | / | 5% | 8% | -14%
O=S1(=O)CCC(NC(=S)NCCNC(=S)NC2CCS(=O)(=O)C2)C1 (stereo not given) | 9% | -2% | -4 | 50µM* | 39%[activator] | -7% | 1% | 0% | -10%
CC(=O)c1c(C)[nH]c(C(=O)CN2C(=O)NC(C)(CCC(C)C)C2=O)c1C (stereo not given) | ? | -10% | -2 | 2% | 16% | -3% | 1% | -6% | -20%
CCC(CC)C(=O)Nc1nnc(S(=O)(=O)N2c3ccccc3CC2C)s1 (stereo not given) | 25µM*! | i | -2&-3 | -9% | 42%[activator] | -8%&-17% | 3%&0% | -6%&-7% | 50µM*!
CC(C)C1N(c2ccccc2)C(N)=C(C#N)C1(C#N)C#N (stereo not given) | 2% | -6% | 1 | 13%[59 µM] | 25% | 3% | -9% | -10% | -9%
O=C(OCc1cccc([N+](=O)[O-])c1)c1cc2ccccc2oc1=O | -9% | i | -2 | 20%[0.501 µM] | 44% | -21% | 0% | 1% | -4%
O=C(Nc1ccccc1)C1=C[C@@H](c2ccccc2)C[C@@H](OCc2ccc(CO)cc2)O1 | -19% | 10% | -15 | 10%[12.7 µM] | 18% | -18% | 3% | 8% | -27%
COc1ccc(CCNC(=O)c2ccc3c(c2)N(Cc2ccc(Cl)cc2)CCS3)c(OC)c1 | -23% | -8% | 0 | 8%[59 µM] | 28% | -14% | 2% | 11% | -24%
COc1cc(/C=C(\NC(C)=O)C(=O)Nc2cccc(O)c2)ccc1OC(C)=O | 4% | i | -6 | ? | 36% | -23% | -19% | ? | -3%
COc1ccc(C(=O)Nc2cccc3cccnc23)cc1OC | 12% | -5% | 3 | 17%[59 µM] | 16% | -8% | 7% | -5% | -9%
Cc1ccc(OC(C)C(=O)Nc2ccc3c(c2)n(C)c(=O)n3C)c(C)c1 (stereo not given) | 56µM* | -7% | 5 | 8%[59 µM] | 10% | -4% | -5% | -3% | -21%
O=C(Nc1ccccc1F)C1CCN(C(=O)Cc2ccccc2)CC1 | 8% | -5% | 2 | 3%[12.7 µM] | 7% | 2% | 3% | -10% | 0%
CC(=O)c1cccc(NC(=O)Nc2ccc(C(=O)N3CCCC3)cc2)c1 | -5% | -3% | -3 | 10%[59 µM] | 32% | -11% | 1% | -4% | -17%
COc1ccc(NS(=O)(=O)c2cccc(-c3nnc4n3CCCCC4)c2)cc1 | 0% | -4% | -2 | 24% | 57%[activator] | -4% | 3% | 2% | -11%
Cc1cc(C)cc(OCc2ccc(C(=O)Nc3ccccc3F)o2)c1 | ? | 6% | -4 | 3%[59 µM] | 41%[activator] | -15% | 6% | 6% | -5%
O=C(NC1CCN(c2ncccn2)CC1)c1c(F)cccc1F | -9% | -9% | -6 | 1% | 12% | -6% | 77%[activator] | 10% | -15%
COc1ccc(N2C(=S)N=C(Nc3cccc(C)c3)C23CCCCC3)cc1 | -9% | -11% | -2 | 6%[59 µM] | 12% | -16% | 10% | 1% | -10%
CCN(CC)CCN(C(=O)C1=COCCO1)c1nc2cc(C)cc(C)c2s1 | -7% | -5% | -1 | 5% | 2% | -6% | 9% | -4% | -29%
O=C(O)c1cc(NCc2cc(O)ccc2O)ccc1O | / | / | / | 3.5µM* | ? | / | / | ? | 25µM*
O=C(COC(=O)C12CC3CC(CC(C3)C1)C2)Nc1nc2c(F)c(F)c(F)cc2s1 | 3% | -2% | -5 | 19%[59 µM] | 25% | -20% | 1% | 1% | -4%
O=C(Cc1nc2ccccc2[nH]1)c1ccc(Br)cc1 | -27% | -3% | 1 | 45µM* | 19% | -3% | 1% | 8% | -29%
Cc1ccc(N2C(=O)c3ccccc3NC2C(C)Cc2ccc3c(c2)OCO3)cc1 (stereo not given) | 10% | 1% | 10 | -1%[59 µM] | 36%[activator] | -20% | / | 11% | -13%
CCc1ccc(NC(=O)CS(=O)CC(=O)NC(C)CCc2ccco2)cc1 (stereo not given) | 9% | 0% | -10 | 15%[59 µM] | -16% | -10% | -13% | 3% | -6%[11.4 µM]
Cc1ccc(CNC(=O)CN(C(=O)N2CCN(C)CC2)S(=O)(=O)c2ccc(C)cc2)cc1 | -4% | 4% | -24 | 3% | 44%[activator] | -3% | 2% | 1% | 8%
COc1ccccc1CNC(=O)c1cc(-c2ccncc2)nc2c(Cl)cccc12 | -16% | -2% | 3 | / | 6% | -9% | 4% | 7% | -24%
COc1ccc(OC)c(C(=O)CSc2nnc(Cc3cccs3)n2CCc2ccccc2)c1 | ? | 7% | -9 | ? | 2% | ? | 4% | 38%[activator] | -35%
COc1cc(NC(=O)Cn2cc(C(=O)c3ccc(F)cc3)c(=O)c3ccc(C)nc32)cc(OC)c1 | 9%[57.1 µM] | 6% | 2 | -15%[59 µM] | 31% | -14% | 0% | ? | -14%
Clc1ccc(Nc2c(-c3cccs3)nc3ccc(Cl)cn23)cc1 | -8% | -2% | -23 | -25%[59 µM] | 5% | -13% | 2% | 1% | -35%
COc1cc2cc(Br)cc(Br)c2nc1C | 123%[activator] | -8% | -2 | 9%[12.7 µM] | 251% | 4% | -10% | -8% | 142%[activator]
O=C(CCc1ccccc1)Nc1ccc(S(=O)(=O)NC2=NCCCCC2)cc1 | / | i | 0 | / | 22%[57 µM] | -6% | 0% | ? | -20%
COc1ccc(CNC(=O)c2cnc3sc(N4CCOCC4)nn3c2=O)cc1 | -10% | -6% | -7 | 24%[59 µM] | -25% | -4% | -9% | 0% | -14%
Nc1nc(SCC(=O)Nc2cc(-c3ccccc3)nn2-c2ccccc2)n[nH]1 | 2% | 8%[11.5 µM] | 0 | 16%[59 µM] | 31% | -6% | 17% | -6% | -16%
COc1cccc(N2CC(NC(=O)COc3ccc4ccccc4c3)CC2=O)c1 (stereo not given) | -1% | -2% | 0 | -1%[59 µM] | 25% | -17% | -1% | -3% | -12%
Cc1ccc(NC(=O)NCc2cccn2C)cc1C | -19% | -1% | 2 | -11% | 41%[activator] | -7% | 7.1µM* | 0% | -25%
OCCCn1c(-c2ccc(F)cc2)csc1=Nc1ccc(F)cc1 | 45µM* | 9% | -3 | 16µM* | ? | -11% | 3% | ? | 40µM*
CC(C)c1ccc(-c2cc(C(=O)N3CCOCC3)c3cc(Br)ccc3n2)cc1 | -15% | -6% | -2 | / | 12% | -6% | 1% | 8% | -6%
CC(=O)NC1=C(NC2CCS(=O)(=O)C2)C(=O)c2ccccc2C1=O (stereo not given) | -19% | i | -6 | 1.8µM* | 45µM* | -6% | 15% | -4% | 20µM*
Cc1ccc(C(=O)NCCNC(=O)c2ccco2)cn1 | 2% | 2% | -5 | -9% | 0% | -8% | 1% | -3% | -13%
Cc1ccccc1CNc1ncnc2c1ncn2C1OC(CO)C(O)C1O (stereo not given) | / | / | 4 | 5%[59 µM] | / | -5%[57.1 µM] | -2% | / | /
CCN(CC)c1nn2c(=O)c(C(=O)NCCc3ccccc3)cnc2s1 | -3% | 4% | -2 | 18%[59 µM] | 11% | 3% | 2% | -1% | -12%
C/C(=N\NC(=O)c1nnn(-c2nonc2N)c1CN1CCc2ccccc21)c1ccccc1O | 18% | -9% | -8 | / | 69%[activator] | -10% | 15% | 18% | ?
O=C(Nc1cc(C(F)(F)F)ccc1N1CCOCC1)C1CC1 | -4% | 0% | 7 | -4%[12.7 µM] | 54%[activator] | -7% | 1% | -10% | -4%
O=C(O)C1(P(=O)(c2ccccc2)c2ccccc2)CCCC1 | -11% | -3% | -1 | -24% | 35% | -13% | 1% | -4% | -11%
COC(=O)Cn1c(CN(Cc2ccccc2)Cc2ccccc2)nc2c1c(=O)[nH]c(=O)n2C | -35% | -2% | 0 | 55%[activator][59 µM] | 7% | -2% | 8% | -12% | -12%
COc1ccc(-c2ccc(=O)n(CC(=O)NC3CCc4ccccc43)n2)cc1OC (stereo not given) | -12% | 1% | 3 | / | 41%[activator] | -7% | -3% | -2% | -2%
COc1ccc(-c2ccccc2)cc1NCc1ccccc1C | 50µM* | i | 5 | ? | -12% | -12% | 0% | -2% | ?
O=C(c1ccc(OC2CCN(CCc3ccccc3)CC2)cc1)N1CCCCC1CCCO (stereo not given) | -26% | -8% | -1 | -7% | 0% | -21% | -1% | 2% | -29%
Cc1ccc(C(=O)Cn2cc([N+](=O)[O-])nc2C)cc1 | 0% | -1% | 3 | / | 30% | -13% | -9% | -3% | -1%
O=S(=O)(N1CCCCCC1)N1CCN(S(=O)(=O)N2CCOCC2)CC1 | -1% | -2% | 4 | ? | 10% | 0% | 12% | -5% | -14%

High-throughput results: PubChem BioAssay, National Center for Advancing Translational Sciences (NCATS)

An excerpt; the hit share may differ from the screen's.
